Screens deposited in PubChem by several laboratories.
MazF activator – activators of E. coli MazEF toxin-antitoxin RNase, primary screen, biochemical, fluorescence, uHTS. activation, % at 20 µM. Endoribonuclease toxin MazF (Escherichia coli (strain K12)), P0AE70. FAM/BHQ RNA-DNA oligo cleavage fluorescence, 5 h. actives 0.32% (n = 350,000). AID 504720, 2011; in the data active means activation above about 50%
Target sequence (P0AE70 whole entry, looked up): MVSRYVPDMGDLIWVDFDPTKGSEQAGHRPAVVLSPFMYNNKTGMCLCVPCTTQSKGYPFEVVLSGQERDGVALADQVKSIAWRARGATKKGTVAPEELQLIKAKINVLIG
BH1578 lux ind – inducers of Vibrio cholerae quorum light production without autoinducers, primary screen, BH1578 luxS cqsA deficient, single point; AID 588436, 2011; V. cholerae BH1578 lux reporter, luminescence, 6 h; activation, % at 18.7 µM; actives 0.16% (n = 350,000); in the data active means activation mostly above about 9.7%, no sharp cut-off; further: not every result past the cut was called active; inactives centre near 0; reference of the scale not given here
SSB-PriA inh – inhibitors of Klebsiella pneumoniae PriA binding to SSB C-terminal tail, primary screen, biochemical, AlphaScreen | AlphaScreen SSBct-PriA binding, biotinylated peptide | inhibition, % at 33 µM | PriA–SSB C-terminal tail interaction (Klebsiella pneumoniae) | actives 0.6% (n = 430,000); in the data active means inhibition mostly above about 37%, no sharp cut-off; inactive means mostly below about 20%;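 further: plate controls were negative control peptide for no effect and reference peptide for full effect; strong numbers were not always called active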
Yp Topo-I inh – Yersinia pestis topoisomerase I inhibitors, primary screen, biochemical, cleavage product accumulation, plate reader, single point. DNA topoisomerase I (Yersinia pestis CO92). Y. pestis Topo-I cleavage product accumulation. activity, % at 10 µM. actives 0.064% (n = 360,000). AID 504884, 2011; in the data active means activity above about 50%, passing the limit was not always enough; further: inactives centre near 2
TcdB GH inh – TcdB glycohydrolase inhibitors, primary screen, biochemical, single point, plate reader; inhibition, % at 9.99 µM; TcdB glycohydrolase enzymatic assay; actives 0.24% (n = 350,000); in the data active means inhibition above about 10%
3CLpro inhibitor – SARS-CoV 3CLpro protease inhibitors, primary screen, biochemical, quenched FRET; Replicase polyprotein 1ab (Severe acute respiratory syndrome coronavirus), P0C6X7; recombinant SARS-CoV 3CLpro, quenched FRET peptide cleavage; inhibition, % at 6 µM; actives 0.14% (n = 290,000); in the data active means inhibition above about 12%
PrPC TRFRET – inhibitors of human cell surface prion protein PrPC, primary screen, cell-based, TR-FRET; Major prion protein (Homo sapiens), P04156; TR-FRET read-out; inhibition, % at 13.8 µM; actives 0.43% (n = 370,000); AID 720596, 2013; in the data active means inhibition above about 24%; further: 0% = median of the test wells and 100% = reference compound wells
CCHF vOTU inh – CCHFV vOTU protease inhibitors, primary screen, biochemical, Pep-AMC substrate, fluorescence. AID 651958, 2012. inhibition, % at 11.5 µM. actives 0.55% (n = 370,000). Crimean-Congo hemorrhagic fever virus L polyprotein viral ovarian tumor (vOTU) protease …; in the data active means inhibition above about 30%; further: 0% = vehicle wells with enzyme and 100% = no enzyme wells
Rv3671c protease – Rv3671c serine protease inhibitors, primary screen, biochemical, fluorescence polarization, M. tuberculosis H37Rv | P9WHR9 | inhibition, % at 5.96 µM | actives 0.048% (n = 320,000); in the data active means inhibition above about 38%;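 further: extracellular domain of Rv3671c used as enzyme; 0% = enzyme with DMSO and 100% = no enzyme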
Target sequence (P9WHR9 whole entry, looked up, the tested form may be a part): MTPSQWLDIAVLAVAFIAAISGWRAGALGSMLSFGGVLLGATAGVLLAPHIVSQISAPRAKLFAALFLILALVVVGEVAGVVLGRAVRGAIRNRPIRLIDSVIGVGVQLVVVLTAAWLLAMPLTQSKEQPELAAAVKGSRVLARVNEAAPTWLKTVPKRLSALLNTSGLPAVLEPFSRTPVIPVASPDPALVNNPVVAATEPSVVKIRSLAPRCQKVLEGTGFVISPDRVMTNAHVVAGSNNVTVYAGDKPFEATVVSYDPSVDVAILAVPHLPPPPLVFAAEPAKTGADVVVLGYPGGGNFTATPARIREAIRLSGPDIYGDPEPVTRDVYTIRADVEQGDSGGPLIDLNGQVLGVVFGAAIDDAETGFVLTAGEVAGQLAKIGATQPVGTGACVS
DUSP3 inh – VHR1 phosphatase inhibitors, primary screen, biochemical, absorbance, uHTS. AID 1654, 2009. inhibition, % at 13.3 µM. Dual specificity protein phosphatase 3 (Homo sapiens), P51452. recombinant VHR phosphatase, pNPP absorbance. actives 0.52% (n = 290,000); in the data active means inhibition above about 50%; further: some compounds called inactive have numbers as strong as hits
Target sequence (P51452 whole entry, looked up): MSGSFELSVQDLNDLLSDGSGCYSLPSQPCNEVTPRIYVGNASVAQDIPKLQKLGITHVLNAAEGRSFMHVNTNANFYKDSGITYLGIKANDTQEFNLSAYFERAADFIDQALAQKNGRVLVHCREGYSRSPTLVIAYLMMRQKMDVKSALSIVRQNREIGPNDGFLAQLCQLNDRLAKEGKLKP
* marks the source's active call; other numbers are inactive results; i = inactive; x = not tested or not shown. Not all compounds are listed; count on the stated rates, not on these rows.

SMILES	MazF activator	BH1578 lux ind	SSB-PriA inh	Yp Topo-I inh	TcdB GH inh	3CLpro inhibitor	PrPC TRFRET	CCHF vOTU inh	Rv3671c protease	DUSP3 inh
CC1CCC2(CC1)NC(=O)N(CC(=O)N1CCN(C(=O)c3cccs3)CC1)C2=O (configuration not stated)	3	-2.0	-1	-7	0.5	x	1	0	-11	x
O=C(c1cc(-c2ccc(Cl)cc2)n(-c2ccc(Cl)cc2Cl)n1)N1CCOCC1	-7	i	-2	1	x	3	3	11	6	24
O=C(CCN1C(=O)/C(=C/c2ccc(F)cc2)SC1=S)Nc1cc([N+](=O)[O-])ccc1O	-3	0.6	0	-5	0.4	4	1	-7	-4	1
O=C(CN1C(=O)NC2(CCOc3ccccc32)C1=O)c1ccc(Cl)s1 (configuration not stated)	0	0.7	-2	-6	1.1	x	-14	0	-6	x
COc1ccccc1OCCNC(=O)CCNS(=O)(=O)c1ccc(C)cc1	1	-0.3	4	0	0.8	x	-9	-6	x	x
O=C(/C=C/c1ccco1)Nc1ccccn1	-2	-0.2	-6	2	x	4	-4	-11	-4	12
O=C(NC12CC3CC(CC(C3)C1)C2)c1cc([N+](=O)[O-])ccc1Cl	6	i	-4	0	1.6	2	-9	-11	0	27
O=C(c1ccccc1)N(c1ccccc1)C1C=CS(=O)(=O)C1 (configuration not stated)	3	-0.9	-1	0	x	0	-4	2	-4	18
COC(=O)c1ccccc1NC(=O)Nc1cc(C)cc(C)n1	-8	-3.0	-7	-3	x	-5	6	-8	-6	-10
Cc1ccc(CNC(=O)/C=C/c2c(Cl)cccc2Cl)cc1	1	-0.3	-12	2	x	2	-4	6	-2	2
COCCn1nnnc1C(c1cccs1)N1CCN(c2nc3ccccc3s2)CC1 (configuration not stated)	-2	i	-1	3	-0.1	1	-5	-15	-5	-1
COc1cc(OC)c(C(=O)Nc2ccc(S(=O)(=O)Nc3ncccn3)cc2)cc1OC	1	-0.2	3	5	x	5	2	-6	-2	-2
CC(NC(=O)C1CCCN(S(=O)(=O)c2cnc[nH]2)C1)c1ccccc1 (configuration not stated)	8	-0.6	0	3	0.5	-3	0	1	1	42
C#CCn1c(=NC(=O)c2ccc(Cl)s2)sc2cccc(OC)c21	6	-1.1	2	-5	0.8	2	-8	-2	-3	19
O=C(c1csc2c1CCCC2)N1CCN(c2ccccc2)CC1	-1	i	9	12	x	1	12	-6	10	14
COc1ccccc1N1CCN(CCS(=O)(=O)c2cc(Cl)ccc2Cl)CC1	6	0.2	x	11	0.9	x	4	-5	x	x
Cc1ccc(S(=O)(=O)NCCC(=O)Nc2cccc(S(=O)(=O)N3CCCC3)c2)cc1C	4	-5.6	1	0	-1.9	x	15	-17	-7	x
O=C(COC(=O)CNC(=O)C1CCCCC1)NCc1ccccc1	1	i	7	6	-1.8	x	7	4	-3	x
COc1cccc(CNC(=O)COC(=O)C2CC3CCCC(C2)C3=O)c1 (configuration not stated)	2	-0.3	4	-7	0.4	x	-1	-1	3	x
COc1ccc(-c2noc(N3CCC(C(=O)NC(C)c4ccccc4)CC3)n2)cc1 (configuration not stated)	2	-0.3	-2	8	0.1	-4	11	-2	-6	17

6 entries picked at random from those above:
SMILES	MazF activator	BH1578 lux ind	SSB-PriA inh	Yp Topo-I inh	TcdB GH inh	3CLpro inhibitor	PrPC TRFRET	CCHF vOTU inh	Rv3671c protease	DUSP3 inh
COCCn1nnnc1C(c1cccs1)N1CCN(c2nc3ccccc3s2)CC1 (configuration not stated)	-2	i	-1	3	-0.1	1	-5	-15	-5	-1
COC(=O)c1ccccc1NC(=O)Nc1cc(C)cc(C)n1	-8	-3.0	-7	-3	x	-5	6	-8	-6	-10
COc1ccccc1OCCNC(=O)CCNS(=O)(=O)c1ccc(C)cc1	1	-0.3	4	0	0.8	x	-9	-6	x	x
O=C(COC(=O)CNC(=O)C1CCCCC1)NCc1ccccc1	1	i	7	6	-1.8	x	7	4	-3	x
O=C(c1ccccc1)N(c1ccccc1)C1C=CS(=O)(=O)C1 (configuration not stated)	3	-0.9	-1	0	x	0	-4	2	-4	18
O=C(CCN1C(=O)/C(=C/c2ccc(F)cc2)SC1=S)Nc1cc([N+](=O)[O-])ccc1O	-3	0.6	0	-5	0.4	4	1	-7	-4	1

Single values from above.
CCHF vOTU inh with Cc1ccc(S(=O)(=O)NCCC(=O)Nc2cccc(S(=O)(=O)N3CCCC3)c2)cc1C → -17
Rv3671c protease with O=C(c1cc(-c2ccc(Cl)cc2)n(-c2ccc(Cl)cc2Cl)n1)N1CCOCC1 → 6
TcdB GH inh with COc1ccccc1N1CCN(CCS(=O)(=O)c2cc(Cl)ccc2Cl)CC1 → 0.9
BH1578 lux ind with O=C(CCN1C(=O)/C(=C/c2ccc(F)cc2)SC1=S)Nc1cc([N+](=O)[O-])ccc1O → 0.6
TcdB GH inh with C#CCn1c(=NC(=O)c2ccc(Cl)s2)sc2cccc(OC)c21 → 0.8
Rv3671c protease with COc1cccc(CNC(=O)COC(=O)C2CC3CCCC(C2)C3=O)c1 (configuration not stated) → 3
BH1578 lux ind with COc1ccccc1OCCNC(=O)CCNS(=O)(=O)c1ccc(C)cc1 → -0.3

(listing goes on)
SMILES	MazF activator	BH1578 lux ind	SSB-PriA inh	Yp Topo-I inh	TcdB GH inh	3CLpro inhibitor	PrPC TRFRET	CCHF vOTU inh	Rv3671c protease	DUSP3 inh
Clc1cccc(Nc2c3c(nc4ncnn24)CCC3)c1	0	i	-8	8	x	0	-2	-5	1	3
OCC[C@H]1C[C@H](O)[C@@H](O)[C@@]2(OCc3ccccc32)O1	-1	-0.7	-16	3	-0.1	x	-5	-3	6	x
COc1ccc(NC(=O)COC(=O)CCSc2ccccc2)cc1OC	2	i	-8	12	-0.1	x	0	-6	3	x
O=C(COc1ccccc1)Nc1cccc(S(=O)(=O)N2CCCC2)c1	4	1.7	-17	10	2.8	x	4	11	x	x
COc1cc(S(=O)(=O)N2CCCCC2)ccc1NC=O	-6	1.1	-6	-4	x	3	-2	10	-7	0
CCN(Cc1ccc(Cl)s1)C(=O)c1cccc(OCc2c(C)noc2C)c1	-5	-1.4	0	38	1.9	x	6	18	2	x
COc1ccc(N2CCN(C(=O)c3ccc(F)cc3)CC2)c([N+](=O)[O-])c1	2	1.4	27	-4	0.8	5	-21	-8	2	-2
C=CCn1c(=O)/c(=C/c2ccc(F)cc2)s/c1=C(\C#N)c1nnc2n1CCCCC2	-10	i	x	33	1.1	1	-1	10	-2	19
Cc1occc1C(=O)NNS(=O)(=O)c1ccc(Cl)cc1	-4	-0.5	-5	3	-0.9	2	1	-3	-5	-2
COc1ccc(S(=O)(=O)N2CCOCC2)cc1NC(=O)c1ccc(OC(F)F)cc1	1	0.0	2	0	8.7	x	0	1	x	x
CCC(NC(=O)c1cc(COc2ccc(C)nc2)on1)c1ccc(C)cc1 (configuration not stated)	1	i	-5	37	0.5	0	2	12	11	5
CC1(C(=O)Nc2ccc3c(c2)OCO3)CCN1C(=O)C1CCCCC1 (configuration not stated)	x	i	x	2	0.4	x	-3	-2	x	x
CC(C)c1c(C(=O)N/N=C/c2cccnc2)nnn1-c1nonc1N	4	i	x	3	0.0	0	-2	1	0	-17
COc1ccc(C(=O)Nc2nc(C)c3cc4c(cc3n2)OCO4)cc1	-8	i	-1	-1	1.3	0	1	3	-6	3
CCCC[C@@H]1C=C(C(=O)O)[C@H](c2ccc3c(c2)OCO3)N1S(=O)(=O)c1ccc(C)cc1	5	i	12	4	6.9	x	0	18	-2	x
Cc1cccc(C)c1NC(=O)C(c1cccc([N+](=O)[O-])c1)N(C)C(=O)c1ccccn1 (configuration not stated)	0	i	-2	-5	x	-3	-9	-14	12	-8
COc1ccc(/C(O)=C/c2nc3ccc(C(=O)NCCc4cccc(C)c4)cc3[nH]c2=O)cc1OC	-5	-0.3	8	16	x	-1	-11	6	-80	30
COC(=O)c1cn(NC(=O)c2ccncc2)c(=O)c2ccccc12	-9	i	-9	1	x	-4	0	-3	1	-10
COC(=O)c1cc(C)sc1NC(=S)N1CCN(CCc2ccccc2)CC1	0	i	3	4	-0.4	-1	-4	-2	3	13
O=C(NC1CCCCC1)C1CCN(c2nnnn2-c2ccccc2)CC1	10	-0.4	-16	-9	x	-4	0	-2	9	6
CCOc1ccc2cc(C3CC(c4ccco4)=NN3S(C)(=O)=O)c(=O)[nH]c2c1 (configuration not stated)	-14	-0.1	10	0	0.5	6	-7	-6	-7	4
Cc1sc(NC(=O)c2ccc3ncsc3c2)c(C(N)=O)c1C	16	-2.9	-12	1	0.8	x	-5	-13	-11	x
COC(=O)/C(C#N)=C(/Nc1ccc(F)c(Cl)c1)C(F)(F)F	9	i	3	-16	0.3	2	4	-19	-4	-2
C=CCn1c(COc2cccc(C)c2C)nnc1SCC(=O)N1CCN(c2ccccc2)CC1	-3	-0.2	-11	7	1.3	3	-2	14	0	45
CC(C(=O)Nc1ccc(F)c(F)c1F)N(C)CC(=O)Nc1ccccc1Br (configuration not stated)	-3	-0.3	-1	6	0.6	-4	6	6	-1	3
COc1ccc(N2CCN(Cc3nc(-c4ccc(Cl)cc4Cl)no3)CC2)cc1	0	-0.2	14	32	x	0	-1	-5	7	4
CNC(=O)C[C@H]1C(=O)N(Cc2ccccc2)C[C@@H]1CSC	5	-0.4	x	6	0.8	x	-6	-12	x	x
CCCC(=O)NC(=S)Nc1ccccc1N1CCOCC1	-7	i	-17	-1	0.8	1	1	0	6	-4
O=C(CP(=O)(c1ccccc1)c1ccccc1)Nc1nc2ccc(Cl)cc2s1	1	-0.4	0	7	3.6	-2	5	-2	-2	16
CCOC(=O)C1CCN(C(=O)c2ccc3c(=O)n4c(nc3c2)CCCCC4)CC1	3	-0.7	-8	-2	0.4	x	2	4	-2	x
CCN1CCN(c2ccc(NC(=O)c3cc(S(=O)(=O)N4CCCC4)ccc3Cl)cc2)CC1	-4	-0.6	6	2	-2.0	x	2	-20	-4	x
CC(C)(C)c1ccccc1OCCOCCNCc1ccccc1	0	1.8	-3	7	2.4	-2	-4	-9	9	4
COc1ccccc1C(=O)Nc1ccnn1C1CCN(CC2CC=CCC2)CC1 (configuration not stated)	9	i	-6	10	0.7	3	-4	-10	0	13
O=S(=O)(Nc1cccc(-c2ccc3nncn3n2)c1)c1ccc(Cl)s1	-2	-0.2	1	3	0.6	-3	-9	13	-6	40
CSc1ccc(CN2CCN(CC=C(C)C)C(CCO)C2)cc1 (configuration not stated)	8	-1.6	-7	4	1.7	-2	-2	-12	1	22
COc1ccccc1-c1ocnc1C(=O)Nc1ccc(N2CCOCC2)cc1N1CCOCC1	-1	-0.6	-4	18	-0.6	4	-2	6	x	16
Cc1ccc(C)c(N(CC(=O)NC2CCCC2)C(=O)CCC(=O)Nc2nccs2)c1	-1	i	5	17	-1.6	1	-6	5	8	1

A different layout for 2 compounds above:
Sequence of screens: MazF activator	BH1578 lux ind	SSB-PriA inh	Yp Topo-I inh	TcdB GH inh	3CLpro inhibitor	PrPC TRFRET	CCHF vOTU inh	Rv3671c protease	DUSP3 inh
> Cc1sc(NC(=O)c2ccc3ncsc3c2)c(C(N)=O)c1C
→ 16	-2.9	-12	1	0.8	x	-5	-13	-11	x
> COC(=O)/C(C#N)=C(/Nc1ccc(F)c(Cl)c1)C(F)(F)F
→ 9	i	3	-16	0.3	2	4	-19	-4	-2
